Pol kappa inh: qHTS for Inhibitors of Polymerase Kappa; Potency, µM (series often up to 107 µM), for the others: at the highest dose activity, negative = inhibition, most hits filed as inhibitors; actives 0.53% (n = 400,000); purified Pol kappa, fluorescent DNA synthesis assay, 10 min; note: potency is the fitted concentration of half-maximal effect; % is set by controls: 0 for no effect and ±100 for the full control effect
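First, compounds were pin-transferred onto 10 nM Pol kappa. After 15 min at room temperature, substrate was added to 50 nM final. Fluorescence was then measured kinetically at 0 and 10 min.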
ERG Ets-DNA blk: qHTS for Small Molecule Inhibitors of the ERG Ets/DNA interaction | Potency, µM (titrated, usually from 76.9 µM), without a hit: top-dose FP activity, negative = inhibition, hits mostly inhibitors | actives 0.028% (n = 370,000) | Transcriptional regulator ERG (Homo sapiens), P11308 | fluorescence polarization, His-ERG Ets domain / labelled DNA; active = well fitted inhibition curve with a large enough effect in the polarisation, with a control signal flat; inconclusive = small, poorly fitted or top-dose-only effect, or effect the other way, or a change in a side signal; inactive = no such curve, though single readings can be large or run the other way; the % refers to the polarisation;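 note: polarization taken with two DNA probes labelled with fluorescein and Texas red; potency is the fitted concentration of half-maximal effect; % of control where 0% means no effect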
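His-tagged ERG Ets domain (1 uM in the protein solution; 300mM KCl, 50mM Tris-HCl, 1mM EDTA, 1mM DTT, pH 7.5) received compound, then a probe mix of 5 nM fluorescein-DNA and 100nM Texas-615-DNA. Fluorescence polarization was read for both dyes.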
POLH inh: qHTS for Inhibitors of Polymerase Eta; recombinant Pol eta, fluorescent DNA replication assay; Potency, µM (doses to about 114 µM), without a hit: at the highest dose activity change, negative = inhibition, actives largely listed as inhibitors; actives 1.2% (n = 390,000); AID 588591, 2011; note: potency is the fitted concentration of half-maximal effect; % is set by controls: 0 for no effect and ±100 for the full control effect
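Fluorescent replication assay: 50 nM final substrate added after a 15 min room-temperature compound preincubation with 10 nM enzyme. Signal taken at 0 min and again at 10 min.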
LDHA block: qHTS assay for inhibitors of human lactate dehydrogenase | purified LDHA, NADH/diaphorase-resazurin fluorescence; hits give low values | AID 1347041, 2019 | actives 0.15% (n = 480,000) | L-lactate dehydrogenase A chain (Homo sapiens), P00338 | activity change, % (values are at about 110 or 230 µM); in the data active = activity change below about -30%; inconclusive = mostly about -25% to -30%;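 note: plate controls were DMSO wells for no effect and wells without enzyme for full effect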
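Enzyme activity of human lactate dehydrogenase 5 (2 nM; 0.06 mM NADH, 0.2 mM pyruvate, 5 min, RT) is measured via a resazurin/diaphorase fluorescence readout of residual NADH.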
POLB inh: qHTS Assay for Inhibitors of DNA Polymerase Beta. AID 485314, 2010. Potency, µM (top dose mostly 114 µM), for inactives: top-dose activity change, negative = inhibition, actives largely listed as inhibitors. Pol beta primer extension/strand displacement, fluorescence kinetic. actives 1.3% (n = 340,000). P06746; note: potency is the fitted concentration of half-maximal effect; % is set by controls: 0 for no effect and ±100 for the full control effect
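Enzyme-only controls used 10 nM Pol beta; buffer lacking enzyme served as negative control. Compound preincubated 15 min, then 50 nM substrate added; 0 and 10 min reads at room temperature.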
ALOX12 inh: Primary qHTS assay for inhibitors of human arachidonate 12S-lipoxygenase (ALOX12): Round 2; Polyunsaturated fatty acid lipoxygenase ALOX12 (Homo sapiens), P18054; purified 12hLO, xylenol orange hydroperoxide absorbance; Potency, µM (top dose mostly 108 µM), without a hit: top-dose activity change, negative = inhibition, most hits filed as inhibitors; actives 1.1% (n = 580,000); note: potency is the fitted concentration of half-maximal effect; % is set by controls: 0 for no effect and ±100 for the full control effect
Target sequence (P18054 whole entry, looked up): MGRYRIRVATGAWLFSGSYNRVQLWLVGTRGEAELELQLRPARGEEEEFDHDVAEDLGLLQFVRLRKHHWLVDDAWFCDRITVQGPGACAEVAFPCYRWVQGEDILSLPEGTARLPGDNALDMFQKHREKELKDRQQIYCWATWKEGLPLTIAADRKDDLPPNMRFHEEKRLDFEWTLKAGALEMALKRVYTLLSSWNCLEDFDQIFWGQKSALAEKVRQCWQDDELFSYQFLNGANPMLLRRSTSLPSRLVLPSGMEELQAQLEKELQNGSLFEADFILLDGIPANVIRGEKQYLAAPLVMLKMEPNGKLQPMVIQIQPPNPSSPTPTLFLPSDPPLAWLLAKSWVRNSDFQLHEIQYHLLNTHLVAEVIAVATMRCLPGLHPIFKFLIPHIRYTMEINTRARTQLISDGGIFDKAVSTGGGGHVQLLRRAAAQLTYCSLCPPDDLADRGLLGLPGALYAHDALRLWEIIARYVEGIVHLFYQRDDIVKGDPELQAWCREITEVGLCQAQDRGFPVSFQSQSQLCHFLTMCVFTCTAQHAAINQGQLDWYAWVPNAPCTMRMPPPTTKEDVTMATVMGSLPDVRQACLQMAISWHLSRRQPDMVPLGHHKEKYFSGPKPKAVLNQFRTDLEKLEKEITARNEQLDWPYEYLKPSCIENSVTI
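Purified human 12hLO (150 nM final) in 25 mM Hepes, 0.01% Triton X-100, pH 7.0 was preincubated 15 min at room temperature with compound. Then 40 uM arachidonic acid was added, 30 min. Hydroperoxide was read by Fe-XO absorbance ratio 573/405 nm.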
Apoferritin bind: qHTS Assay for Identification of Novel General Anesthetics. Ferritin light chain (Equus caballus), P02791. apoferritin/1-aminoanthracene competitive binding, fluorescence. Potency, µM (top dose mostly 77.5 µM), for the others: at the highest dose activity change, negative = displacement, hits mostly inhibitors. actives 0.074% (n = 350,000); note: potency is the fitted concentration of half-maximal effect; % is set by controls: 0 for no effect and ±100 for the full control effect; nearly all actives have a fitted effect of over 20% in size
Target sequence (P02791 2-175 limits assumed): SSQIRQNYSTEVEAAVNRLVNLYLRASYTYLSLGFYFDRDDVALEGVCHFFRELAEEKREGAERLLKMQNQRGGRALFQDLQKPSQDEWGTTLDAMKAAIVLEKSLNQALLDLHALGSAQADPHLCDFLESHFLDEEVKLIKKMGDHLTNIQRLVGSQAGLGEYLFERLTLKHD
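Apoferritin-based anesthetic binding model; compound displacement of fluorescent 1-AMA measured as endpoint fluorescence after 10 minutes at room temperature, scaled to free-ligand and complex controls.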
APEX1 inh: qHTS Assay for Inhibitors of the Human Apurinic/apyrimidinic Endonuclease 1 (APE1) | actives 0.35% (n = 350,000) | Potency, µM (series often up to 65.8 µM), for inactives: at the highest dose activity change, negative = inhibition, actives largely listed as inhibitors | recombinant APE1, TAMRA/BHQ-2 abasic DNA cleavage fluorescence | AID 2517, 2012;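 note: potency is the fitted concentration of half-maximal effect; plate controls were vehicle for no effect and reference inhibitor for full effect; nearly all actives have a fitted effect of over 55% in size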
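APE1 at 0.75 nM final was preincubated with compound 15 min at room temperature, then 50 nM double-stranded THF abasic-site substrate (5'-TAMRA/3'-BHQ-2) was added. Fluorescence (ex 525/em 598 nm) was read kinetically; third-minus-first read gave activity.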
RGS4 inh: Inhibitors of Regulator of G Protein Signaling (RGS) 4: qHTS; actives 0.039% (n = 390,000); Potency, µM (series often up to 114 µM), for the others: top-dose activity change, negative = inhibition, hits mostly inhibitors; Transcreener GDP fluorescence polarization, RGS4-accelerated GTP hydrolysis; AID 504845, 2011; Regulator of G-protein signaling 4 (Homo sapiens), P49798; note: potency is the fitted concentration of half-maximal effect; % is set by controls: 0 for no effect and ±100 for the full control effect; nearly all actives have a fitted effect of over 75% in size; some results filed as inactive show a strong effect at the top dose
Target sequence (P49798 whole entry, looked up): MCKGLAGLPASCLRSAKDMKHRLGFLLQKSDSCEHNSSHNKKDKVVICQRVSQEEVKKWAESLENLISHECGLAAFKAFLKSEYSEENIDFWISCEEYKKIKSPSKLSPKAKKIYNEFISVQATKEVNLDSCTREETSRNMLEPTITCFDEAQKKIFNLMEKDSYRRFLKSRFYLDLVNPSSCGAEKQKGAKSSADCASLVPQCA
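MLSMR compounds (23 nl, pin-transferred) preincubated 10 min at room temperature with a 500nM (2x) first reagent, then RGS4 at 900nM (2x) plus Transcreener GDP mix added; fluorescence polarization (620/688 nm) read before and after 90 min at 30 °C.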
Starred values were filed as active, the others as inactive; ? = inconclusive; · = not tested or not shown; [ ] = another dose, or the depositor's remark. Unless noted, calls come from the whole dose curve; as a rule, active = well fitted curve in the direction sought with a large enough effect; inconclusive = small, poorly fitted or top-dose-only effect, or another doubt; inactive = no such curve, though single readings can be large; an effect the other way counts as inactive or inconclusive.

SMILES	Pol kappa inh	ERG Ets-DNA blk	POLH inh	LDHA block	POLB inh	ALOX12 inh	Apoferritin bind	APEX1 inh	RGS4 inh
CCc1[nH]nc2c1C(c1ccncc1)C(C#N)=C(N)O2 (centres undefined)	-6%	·	-9%	8	-10%	4%	-6%	0%	-12%
CCc1ccc(S(=O)(=O)NC(=S)Nc2ccccc2)cc1	3%	-4%	-8%	-1	2%	45µM*	-9%	-1%	-42%
COC(=O)Nc1nc2ccc(Sc3ccccc3)cc2[nH]1	-16%	-6%	4%	-12	-1%	?	8%	6%	1%
Cc1ccnc(NC(=O)CCC(=O)N(CC(=O)NCc2ccc(F)cc2)Cc2ccccc2)c1	4%	1%	-21%	-3	14%	·	4%	14%[12.4 µM]	-14%
C=CCn1c(SCC(N)=O)nnc1-c1ccccc1O	-11%	2%	5%	2	-18%	4%	-16%	11%	-48%
CC(C)(C)N1CC(C(=O)Nc2cccc(Cl)c2Cl)CC1=O (centres undefined)	-11%	12%	-5%	-1	15%	5%	-12%	13%	8%
Cc1ccc(-n2ncc3c(N4CCN(CCO)CC4)ncnc32)cc1Cl	-5%[60.1 µM]	-8%	0%	-8	6%	?	-14%	·	6%
COc1ccc(/C=C/C(=O)Nc2cc(=O)n(C)c(=O)n2C)cc1	-12%	-9%	-4%	-1	-15%	?	3%	0%	12%
CC(C)(C)c1ccc(-c2conc2N)cc1	-7%	-2%	-19%	8	5%	0%	-12%	?	-14%
Cc1[nH]c(=O)[nH]c(=O)c1S(=O)(=O)Nc1ccc(S(N)(=O)=O)cc1	-3%	-5%	-2%	-11	6%	2%	3%	-13%	0%
Cc1ccc(-c2nc3cnccn3c2Nc2ccc3c(c2)OCO3)cc1	-6%	12%	-9%	5	4%	?	-5%	-4%	-24%
CC(C)(NO)/C(=N\O)c1ccc(Cl)cc1	0%	8%	-7%	-2	18%	?	-12%	0%	-8%
C[C@H](NC(=O)c1[nH]cnc1C(=O)Nc1ccc(Cl)cc1)C(=O)OC(C)(C)C	-7%	3%	-13%	-1	?	·	8%	-3%	4%
CCN1C(=O)[C@H]2[C@@H](c3ccc(C)cc3)N3C(=O)N(c4cccc(Cl)c4)C(=O)[C@@]3(CC)[C@H]2C1=O	-11%	0%	-17%	-2	·	4%	·	2%	5%
Cc1ccc(S(=O)(=O)N(C)C)cc1NC(=O)COC(=O)C1COc2ccccc2O1 (centres undefined)	-6%	-11%	-2%	-6	23%	-5%	-20%	-4%	-37%
O=C(Nc1ccc(N2CCOCC2)c(Cl)c1)c1ccccc1F	-4%[60.1 µM]	·	-4%	-7	-1%	-14%	?	6%	-3%
CCOC(=O)C(C(C)C)C(N)Cc1ccc(F)cc1 (centres undefined)	8%	1%	-14%	0	5%	?	-13%	10%	-3%
CC(=O)N1CCc2cc(S(=O)(=O)NCC(=O)NCc3ccc(F)cc3)ccc21	3%	-3%	-4%	-9	54%	-1%	8%	-14%	29%
Cc1ccc(C)c(N(C)C(=O)Cc2c(C(=O)O)[nH]c3ccc(Cl)cc23)c1	-15%	0%	7%	-9	2%	?	-8%	·	2%
COC(=O)[C@@]1(Cc2ccc(F)cc2)[C@H]2c3cc(C(=O)N(C)C)n(Cc4ccc(Cl)c(C(F)(F)F)c4)c3C[C@H]2CN1C(=O)c1ccccc1	·	·	·	0	·	?	6%	6%	·
COC(C(=O)Nc1ccc(S(=O)(=O)Nc2cccc3ccccc23)cc1)c1ccccc1 (centres undefined)	-9%	-4%	-11%	-9	-8%	-14%	-10%	5%	-17%
O=C(/C=C/c1ccc(O)c([N+](=O)[O-])c1)c1ccc2ccccc2c1	-4%	-18%	22µM*	-8	?	-12%	6%	-2%	-17%
COc1ccc(-c2cn3nc(C)c(C)nc3n2)cc1OC	-6%	16%	-18%	-17	·	-18%	·	2%	3%
O=C(COC(=O)c1ncc(Cl)c(Cl)c1Cl)NCc1ccccc1	8%	-3%	-10%	-11	·	15%	·	6%	17%
O=C(Cn1ncn2c(cc3ccccc32)c1=O)NCCC1=CCCCC1	-5%	·	-11%	-11	35%	8%	-13%	1%	30%

Full records from above. Order of screens: Pol kappa inh | ERG Ets-DNA blk | POLH inh | LDHA block | POLB inh | ALOX12 inh | Apoferritin bind | APEX1 inh | RGS4 inh
`O=C(Cn1ncn2c(cc3ccccc32)c1=O)NCCC1=CCCCC1` as listed: -5% | · | -11% | -11 | 35% | 8% | -13% | 1% | 30%
`O=C(/C=C/c1ccc(O)c([N+](=O)[O-])c1)c1ccc2ccccc2c1` as listed: -4% | -18% | 22µM* | -8 | ? | -12% | 6% | -2% | -17%

Next part
SMILES	Pol kappa inh	ERG Ets-DNA blk	POLH inh	LDHA block	POLB inh	ALOX12 inh	Apoferritin bind	APEX1 inh	RGS4 inh
CC(=O)c1cccc(S(=O)(=O)Nc2ccc3nc(C)sc3c2)c1	-7%	-3%	-22%	-10	-14%	-3%	-14%	-7%	11%
COC(=O)C1=C(C)NC(C)=C(C(=O)OC(C)C)C1c1cccc2nonc12 (centres undefined)	-25%	11%	-15%	0	2%	?	?	-1%	-26%
O=C(c1ccc2nc[nH]c2c1)N1CCN(c2cccc(Cl)c2)CC1	-10%	4%	-18%	-4	-14%	-9%	-17%	-2%	19%
O=C(/C(=C/c1ccncc1)n1ccnc1)c1ccc(Cl)cc1Cl	0%	14%	3%	-5	4%	?	-15%	-1%	-8%
CC(=O)Nc1ccc(Br)c(Cl)c1	2%	-4%	-7%	-2	30%	128%[activator]	9%	-5%	-13%
Cc1ccccc1N(C(=O)CCCC(=O)Nc1ccccn1)C(C(=O)NC1CCCC1)c1ccc(O)cc1 (centres undefined)	7%	21%	?	0	22%	-19%	1%	32%[activator]	-18%
CC1(C)C(=O)Nc2ccccc2N1C(=O)COc1ncnc2ccccc12	6%	-4%	-8%	-2	32%	0%	-4%	6%	-15%
O=S1(=O)CCN=C2SC3=C(CCCC3)N21	-1%	·	-3%	-7	2%	3%	-7%	-4%	9%
O=C(NCC(c1cccs1)S(=O)(=O)c1cccs1)c1ccc(Cl)cc1 (centres undefined)	-16%[60.1 µM]	-2%	-21%	-1	0%	0%	5%	·	20%
CNC(=S)N/N=C/c1cn(CCOc2ccccc2OC)c2ccccc12	-4%	14%	-19%	-2	-1%	?	-1%	3%	3%
O=S(=O)(Nc1cc(Cl)ccc1-n1cncn1)c1ccccc1Cl	-6%	2%[15.4 µM]	-8%	-3	·	?	·	16%	-22%
Cc1ccc(-c2cn3cccnc3n2)cc1NC(=O)Cc1ccccc1	-6%[60.1 µM]	-4%	-14%	0	-1%	-12%	0%	·	-14%
CCN(CC)C(=O)Cn1c(=O)n(Cc2ccc(F)cc2)c(=O)c2sccc21	-19%	7%	-4%	-1	9%	17%	0%	-6%	16%
COc1ccc(/C=N/NC(=O)C(=O)N2CCCC2)cc1	-9%	-7%	0%	-9	-2%	?	-3%	-8%	?
CCOC(=O)C1CCCN(c2nc3ccccc3nc2C(C#N)C(=O)OCCOC)C1 (centres undefined)	0%	2%	-9%	2	-5%	90%[activator]	7%	16%	-11%
Cc1cccc2c1NC1(CCCC1)CC2C (centres undefined)	-7%	-18%	0%	-2	-16%	0%	5%	3%	19%
CN(C)S(=O)(=O)c1cccc(NC(=O)c2ccc3c(c2)OCCO3)c1	-12%	5%	-11%	0	·	12%	·	9%	1%
Cc1cc2ncn(S(=O)(=O)c3ccc(S(N)(=O)=O)cc3)c2cc1C	8%	-7%	-8%	-1	·	?	·	·	-39%
N=c1c(C(=O)NC2CCCC2)cc2c(=O)n3ccccc3nc2n1CC1CCCO1 (centres undefined)	-1%	3%	-19%	0	14%	-19%	84%[activator]	4%	-12%
COC(=O)[C@H]1[C@H](CCc2ccccc2)NC(=O)N(Cc2ccccc2)[C@@H]1C	-6%	-10%	-6%	0	·	2%	·	1%[12.4 µM]	37%
COCc1nnc(NC(=O)c2ccc(NC(C)=O)cc2)s1	-4%	0%	-8%	-5	21%	1%	11%	14%	-17%
Cc1sc(NC(=O)c2ccco2)c(C(c2ccc(F)cc2)N2CCN(C)CC2)c1C (centres undefined)	-5%	-8%	-28%	-1	20%	·	-8%	8%	0%
COc1cccc(NC(=O)C(Sc2nnc3ccccn23)c2ccccc2)c1 (centres undefined)	-7%	0%	-8%	-5	25%	0%	5%	-1%	1%
Cc1ccc(S(=O)(=O)Oc2ccc(C3C4=C(CCCC4=O)N(CCC(=O)O)C4=C3C(=O)CCC4)cc2Cl)cc1	-12%	21%	?	8	4%	?	520%[activator]	3%	-24%
Cc1cccc(/C=N/NC(=O)c2cc(C)nc3ccccc23)n1	-11%	-2%	-21%	-2	14%	5%	1%	75%[activator]	12%
COc1ccc(Cc2nc(C(=O)Nc3ccccc3)cs2)cc1	-16%	-4%	-6%	-3	-2%	27%	-18%	-1%	25%
O=C(O)CCCn1c(=O)[nH]c2ccccc2c1=O	5%	-5%	-9%	-5	45%	0%	-13%	15%	3%
CC(C)Cc1nnc(NC(=O)C2CC(=O)N(Cc3ccccc3)C2)s1 (centres undefined)	-7%	7%	7%	-6	12%	0%	-6%	23%	35%

Screening results (PubChem BioAssay)

This is a subset; rates above refer to the full screens.
